Screens from PubChem BioAssay.
EBI2 block = EBI2 receptor antagonists, beta-arrestin recruitment, primary screen, cell-based, luminescence, 7a,25-OHC stimulation, uHTS; 0.81% of 360,000 active; G-protein coupled receptor 183 (Homo sapiens), P32249; AID 651636, 2012; 7a,25-OHC stimulated; inhibition, % at 5 µM; in the data active means inhibition above about 38%;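 further: enzyme fragment complementation signal reports receptor beta-arrestin coupling in cells; 0% = agonist plus DMSO wells and 100% = wells without agonist; some results beyond the cut were filed as inactive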
Target sequence (P32249 whole entry, looked up, the tested form may be a part): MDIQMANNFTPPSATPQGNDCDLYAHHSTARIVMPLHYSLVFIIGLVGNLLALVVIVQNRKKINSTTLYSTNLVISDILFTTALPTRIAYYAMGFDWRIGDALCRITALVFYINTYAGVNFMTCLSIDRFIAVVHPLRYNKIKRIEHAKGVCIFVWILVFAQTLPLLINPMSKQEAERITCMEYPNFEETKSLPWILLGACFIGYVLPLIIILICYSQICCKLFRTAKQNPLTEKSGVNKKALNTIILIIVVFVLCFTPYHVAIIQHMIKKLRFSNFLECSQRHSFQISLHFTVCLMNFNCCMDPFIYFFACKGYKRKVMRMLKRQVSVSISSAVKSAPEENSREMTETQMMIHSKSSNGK
CXCR6 inh = CXCR6 receptor inhibitors, primary screen, cell-based, beta-arrestin, luminescence, CHO-K1 PathHunter, 1536-well; inhibition, % at 20 µM; AID 602244, 2012; 0.36% of 360,000 active; in the data active means inhibition above about 34%, passing the limit was not always enough;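 further: antagonist mode with CXCL16 agonist at 10 nM final; 0% = 10 nM CXCL16 with DMSO and 100% = unstimulated wells without agonist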
Target sequence (O00574 whole entry, looked up): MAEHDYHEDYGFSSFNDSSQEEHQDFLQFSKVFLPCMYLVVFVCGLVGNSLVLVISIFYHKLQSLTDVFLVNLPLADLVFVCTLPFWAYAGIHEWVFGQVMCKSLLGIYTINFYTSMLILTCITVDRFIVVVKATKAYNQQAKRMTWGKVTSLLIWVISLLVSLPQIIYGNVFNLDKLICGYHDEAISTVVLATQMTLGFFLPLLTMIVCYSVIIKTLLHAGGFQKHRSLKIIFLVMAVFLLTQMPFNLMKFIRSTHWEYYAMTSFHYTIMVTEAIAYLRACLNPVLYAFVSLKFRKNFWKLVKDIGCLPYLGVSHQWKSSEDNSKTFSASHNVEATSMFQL
Jurkat NFkB inh = inhibitors of induced NF-kB luciferase reporter, primary screen, TCR NF-kB activation inhibitor project, cell-based, luminescence, uHTS | Jurkat, PMA/ionomycin-induced NF-kB luciferase reporter | inhibition, % at 4 µM | 0.53% of 330,000 active | AID 435003, 2010; in the data active means inhibition above about 50%
Mdm2 MdmX PPI = inhibitors of human Mdm2-MdmX association, primary screen, cell-based, luminescence, split luciferase, SaOS-2, uHTS | Protein Mdm4 (Homo sapiens) + E3 ubiquitin-protein ligase Mdm2 (Homo sapiens), … | SaOS-2 split-luciferase Mdm2/MdmX complementation | inhibition, % at 8 µM | 3% of 330,000 active | AID 485346, 2010;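 active means inhibition of at least 50% at 8 µM in the primary screen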
697 NFkB inh = inhibitors of PMA/ionomycin-induced NF-kB reporter, 697 cells, primary screen, B-cell NF-kB inhibitor project, cell-based, luminescence, uHTS; 697 B-cell NF-kB luciferase reporter, 16 h; inhibition, % at 4 µM; 0.33% of 330,000 active; in the data active means inhibition above about 35%
UPR XBP1 act = activators of adaptive XBP1 UPR arm, primary screen, cell-based, CHO-XBP1 luciferase reporter, luminescence, uHTS | IRE1-XBP1 UPR activation; percent of tunicamycin response, DMSO as zero | activation, % at 20 µM | 0.33% of 330,000 active;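 active means versus positive control, 20 µM dose yields 30% or more activation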;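 further: 100% = tunicamycin at 10 µg/mL and 0% = DMSO only wells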
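Assay system: CHO-XBP1 luciferase reporter cells; Schedule: 6 h treatment, 37 °C; Detection: glow luminescence from Steady-Glo reagent; Benchmarks: high control tunicamycin 10 µg/mL final, low control DMSO vehicle only.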
UPR CHOP act = activators of apoptotic CHOP UPR arm, primary screen, cell-based, CHO-CHOP luciferase reporter, luminescence, uHTS; AID 449763, 2010; 0.34% of 330,000 active; activation, % at 10 µM; UPR activation; percent of tunicamycin response over DMSO baseline;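 active means at 10 µM dose, activation of 40% or more, normalized to positive control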;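 further: 100% = tunicamycin at 10 µg/mL and 0% = DMSO alone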
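System: CHO-CHOP luciferase reporter cell line | Buffer or medium: F12 medium containing 10% fetal bovine serum | Doses: One dose, 10 µM in 0.5% DMSO | Times: 6 h compound exposure at 37 °C after overnight seeding | Signal: Luciferase luminescence | Read-out: % activation vs tunicamycin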
Gli-Sufu antag = Gli-Sufu pathway antagonists, primary screen, luciferase luminescence, Sufu-KO-LIGHT cells, uHTS; Sufu-KO-LIGHT fibroblasts, Gli luciferase reporter luminescence; inhibition, % at 5 µM; 0.74% of 340,000 active;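 active means inhibition above about 55%, limit read from the data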;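 further: 0% = DMSO-treated cells and 100% = wells with medium but no cells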
CCR6 antagonist = CCR6 receptor antagonists, primary screen, cell-based, CHO-K1, luminescence, beta-arrestin, uHTS | CHO-K1 CCR6 PathHunter beta-arrestin, CCL20-stimulated | inhibition, % at 20 µM | 0.49% of 340,000 active | AID 493098, 2011;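 active means compounds whose inhibition of the agonist-driven luminescence signal at 20 µM reaches about 50%, limit read from the data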;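 further: cells stimulated with CCL20 at 14 nM final; plate controls were DMSO with CCL20 for no effect and DMSO without agonist for full effect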
Starred values were filed as active, the others as inactive; . = not tested or not shown.

item	canonical_smiles	EBI2 block	CXCR6 inh	Jurkat NFkB inh	Mdm2 MdmX PPI	697 NFkB inh	UPR XBP1 act	UPR CHOP act	Gli-Sufu antag	CCR6 antagonist
1	Oc1ccccc1/C=C/c1noc(-c2ccccc2O)n1	2	5	-146	-260	-190	7	4.0	4	5
2	CC1=Nc2cc(C(=O)O)ccc2Sc2ccc(Br)cc21	3	2	-1	-23	30	-3	0.4	-5	13
3	N#Cc1ccccc1S(=O)(=O)c1ccccc1C(=O)Nc1ccccc1	-10	-10	-11	-3	-1	1	2.0	-7	11
4	CN(C)CCNC(=O)C(=O)NCC1OCCCN1S(=O)(=O)c1cccs1 (stereo unspecified)	-18	4	-6	-6	14	-2	1.4	-5	-3
5	CC(C)c1nnc(NC(=O)C2CCN(C(=O)Nc3ccc(Cl)cc3)CC2)s1	12	1	2	-2	-6	-1	1.6	-7	5
6	C=CCNC(=O)c1ccccc1NC(=O)c1ccc(Cl)c(S(=O)(=O)Nc2cccc(C)c2C)c1	22	11	-1	20	-6	1	1.2	14	19
7	O=C(CSc1nnc(SCC(=O)NCc2ccc3c(c2)OCO3)s1)NCc1ccc2c(c1)OCO2	-2	2	.	.	.	.	.	-1	4
8	CC(C)C(=O)Nc1oc(-c2ccccc2)cc1C#N	-13	-3	9	-7	13	-1	1.7	2	1
9	Fc1ccccc1Cn1c2[n+](c3ccc(C(F)(F)F)cc31)CCCCC2	-2	5	-24	-6	-21	1	0.5	12	17
10	Cc1ccc(C(=O)OCCc2c(C)[nH]n(-c3ccccc3)c2=O)cc1	-5	3	-6	-3	18	-1	1.1	-1	0
11	O=C(CCCn1c(=S)[nH]c2cc3c(cc2c1=O)OCO3)N1CCN(C2CCCCC2)CC1	-28	-3	-14	4	12	1	-3.1	18	3
12	CCCN(CCC)C(=O)CSc1ncccc1C(=O)O	-5	2	-10	4	-18	-1	-1.1	-3	-3
13	COc1ccc(N(CC(=O)NCCC2=CCCCC2)S(=O)(=O)c2ccccc2)cc1OC	-2	2	3	15	6	-3	0.9	4	19
14	Cc1cccc(NC(=O)Cn2nnc(C(=O)Nc3ccc(F)c(Cl)c3)c2N)c1	-9	4	-16	4	15	-4	-1.8	-1	7
15	Cc1ccc(NC2=NCC(=O)N2C2CCCC2)c(C)c1	-5	-15	0	23	7	-3	-1.9	-4	-15
16	COc1c(O)cc(O)c2c(=O)cc(-c3ccccc3)oc12	10	12	-14	-3	-25	3	2.9	-22	8
17	COc1ccc(Cn2nnnc2C(CC(C)C)N2CCC(C(N)=O)CC2)cc1 (stereo unspecified)	-3	3	4	16	11	-1	1.6	1	-13
18	N#CC(C#N)=C1c2cc(S(=O)(=O)NCCO)ccc2-c2ccc(S(=O)(=O)NCCO)cc21	-7	-16	-7	-19	15	-1	2.2	6	11
19	C/C(=N\NC(=O)c1ccc(O)cc1O)c1cccnc1	-13	-10	-4	-15	17	-4	0.8	2	8
20	CCOc1ncccc1C(=O)NNC(=O)c1ccc(NS(=O)(=O)c2cccs2)cc1	4	-3	0	33	-1	-1	0.4	-4	3
21	N#Cc1c(N)nc2c(c1N)CC(CCl)O2 (stereo unspecified)	1	5	2	-11	4	2	3.1	2	10
22	CC[C@@]12C(=O)N(c3cccc(F)c3)C(=O)N1[C@H](c1ccc(OC)cc1)[C@@H]1C(=O)N(C(C)(C)C)C(=O)[C@@H]12	-13	-1	10	1	12	-2	-0.8	2	-6
23	COc1ccc(NC(=O)CCC(=O)c2cccs2)cc1Cl	-10	0	-4	12	6	3	2.3	.	6
24	O=C(Cn1[nH]c(=O)c2ccccc2c1=O)OCC(=O)c1ccc(Br)cc1	7	4	11	19	19	1	-0.1	-1	25
25	Cc1cc2cc(CN(CC3CCCO3)C(=S)Nc3ccccc3)c(=O)[nH]c2cc1C (stereo unspecified)	4	-11	40	67*	-19	0	0.1	63*	3
26	COc1ccc(NC(=O)CC23CC4CC(CC(Br)(C4)C2)C3)c(OC)c1	-4	8	9	12	17	-7	1.0	-12	19
27	O=c1cc(C(F)(F)C(F)F)oc2ccccc12	2	4	14	17	3	-2	0.6	2	2
28	CCOc1ccc(NS(=O)(=O)c2c(C)nc3sc(CC)nn3c2=O)cc1	-3	-9	4	18	-11	2	-1.1	1	-5
29	CCOn1c(-n2nc(C)cc2C)nc2ccccc2c1=O	-3	-5	7	30	5	-1	-0.5	13	7
30	Cc1onc(-c2ccccc2)c1C(=O)NNC(=S)NC(=O)c1ccc(Cl)cc1Cl	-5	16	2	16	6	-1	-0.7	-2	28
31	O=C(Nc1ccccc1)Nc1cc(OCC(F)(F)F)cc(OCC(F)(F)F)c1	20	-23	.	.	.	.	.	25	3
32	O=C(/C(=C(/[O-])c1ccccc1)[n+]1ccccc1)c1ccc([N+](=O)[O-])cc1	-1	-5	0	23	6	-3	0.0	-7	-12
33	CCOC(=O)C1CCCN(S(=O)(=O)c2ccc3c(c2)N(C(C)=O)CCO3)C1 (stereo unspecified)	6	-5	11	13	-1	0	-1.3	-13	12
34	CC(=O)Nc1cc(F)c2c(c1F)Cc1cc(F)ccc1-2	3	-6	.	.	.	.	.	-53	-10
35	C/C(=N\Nc1ccc(F)cc1F)c1cccs1	.	.	-13	-9	-14	-2	5.2	.	.
36	Cc1ccc(N(CC(=O)NCC2CCCO2)C(=O)CCC(=O)Nc2nccs2)cc1 (stereo unspecified)	-18	3	-1	-3	-33	0	-0.1	25	8
37	Cc1c2c(cc3c1[nH]c1ccccc13)C=NCC2	-12	-3	.	.	.	.	.	15	6
38	O=C(c1ccc(N2C(=O)c3ccccc3C2=O)cc1)N1CCCCC1	6	15	-4	16	-2	3	0.1	8	3
39	Cc1ccccc1CN1CCNC(=O)C1CC(=O)NCCC1=CCCCC1 (stereo unspecified)	5	3	-1	15	5	-3	3.1	3	3
40	CC(=O)Nc1ccc(C2NC(=O)c3ccccc3O2)cc1 (stereo unspecified)	3	8	-2	16	5	0	-1.1	4	-1

Profiles as entered above. Screens in order: EBI2 block	CXCR6 inh	Jurkat NFkB inh	Mdm2 MdmX PPI	697 NFkB inh	UPR XBP1 act	UPR CHOP act	Gli-Sufu antag	CCR6 antagonist
O=C(/C(=C(/[O-])c1ccccc1)[n+]1ccccc1)c1ccc([N+](=O)[O-])cc1 across the screens: -1	-5	0	23	6	-3	0.0	-7	-12
O=C(Nc1ccccc1)Nc1cc(OCC(F)(F)F)cc(OCC(F)(F)F)c1 across the screens: 20	-23	.	.	.	.	.	25	3
O=C(Cn1[nH]c(=O)c2ccccc2c1=O)OCC(=O)c1ccc(Br)cc1 across the screens: 7	4	11	19	19	1	-0.1	-1	25
CC(=O)Nc1ccc(C2NC(=O)c3ccccc3O2)cc1 (stereo unspecified) across the screens: 3	8	-2	16	5	0	-1.1	4	-1
CCOc1ccc(NS(=O)(=O)c2c(C)nc3sc(CC)nn3c2=O)cc1 across the screens: -3	-9	4	18	-11	2	-1.1	1	-5

More compounds follow:
item	canonical_smiles	EBI2 block	CXCR6 inh	Jurkat NFkB inh	Mdm2 MdmX PPI	697 NFkB inh	UPR XBP1 act	UPR CHOP act	Gli-Sufu antag	CCR6 antagonist
41	C[C@H](CO)N1C[C@H](C)[C@@H](CN(C)C)Oc2c(NS(=O)(=O)c3ccccc3)cccc2C1=O	-2	1	8	-18	2	0	0.0	-9	2
42	CC(C)c1ccc(NC(=O)C(c2ccccc2)N(Cc2ccco2)C(=O)CC2NC(=O)NC2=O)cc1 (stereo unspecified)	2	-1	-12	21	29	-2	-1.5	2	16
43	Cc1cc(CCC(=O)O)c(C)cc1CCC(=O)O	-6	8	3	19	15	-4	-0.8	3	1
44	COc1ccc(S(=O)(=O)NC(CC(=O)N2CCc3ccccc32)c2ccco2)cc1 (stereo unspecified)	-9	-4	9	16	-11	-2	-0.9	-3	4
45	CN(c1ccc(C(=O)Nc2ccccc2Sc2ccccc2)cc1)S(C)(=O)=O	13	-3	6	26	-6	-2	3.7	1	17
46	CN(c1ccccc1)S(=O)(=O)c1ccc(Cl)nc1	-4	-8	-6	14	-2	0	-1.5	3	1
47	CCOC(=O)N1CCN(Cc2nc(Cc3cccc(F)c3)no2)CC1	0	2	2	-2	24	1	1.1	6	8
48	Cc1nc(C)c(-c2csc(NCc3ccccc3)n2)s1	27	2	0	35	-37	1	2.3	2	16
49	Cc1nc(C(C)NC(=O)c2cc(COc3ccc(C)c(C)c3)on2)c(C)s1 (stereo unspecified)	17	2	-87	-97	-99	-2	7.5	-66	14
50	CS(=O)(=O)c1ccc(-c2nnc(NC(=O)c3cccc(N4C(=O)CCC4=O)c3)o2)cc1	-2	2	9	16	8	-2	1.5	-10	15
51	COC(=O)COc1ccccc1C(N)=O	-9	-3	2	-10	-35	2	1.1	-4	-4
52	Cc1cccc(S(=O)(=O)CC(=O)Nc2nc(-c3ccccc3)cs2)c1	-7	-4	14	5	-3	-2	-0.8	3	-3
53	Cc1c(C(=O)NCc2ccco2)sc2nc(-c3ccccc3)cn12	2	2	-17	-28	-17	4	1.6	-34	-7
54	COc1ccc(C2=CC(=O)C[C@H](c3ccc(F)cc3)C2)cc1F	34	3	-3	-4	-16	0	2.4	-11	20
55	O=C(Cn1cncn1)N/N=C/c1cccnc1	-8	-8	-19	15	-8	-1	0.8	4	-3

Shown as a hit in Mdm2 MdmX PPI, among the entries above:
entry	structure	EBI2 block	CXCR6 inh	Jurkat NFkB inh	Mdm2 MdmX PPI	697 NFkB inh	UPR XBP1 act	CCR6 antagonist
25	Cc1cc2cc(CN(CC3CCCO3)C(=S)Nc3ccccc3)c(=O)[nH]c2cc1C (stereo unspecified)	4	-11	40	67*	-19	0	3

Grouped by structure: those above with an NH in an aromatic ring (five)
item	canonical_smiles	EBI2 block	CXCR6 inh	Jurkat NFkB inh	Mdm2 MdmX PPI	697 NFkB inh	UPR XBP1 act	UPR CHOP act	Gli-Sufu antag	CCR6 antagonist
10	Cc1ccc(C(=O)OCCc2c(C)[nH]n(-c3ccccc3)c2=O)cc1	-5	3	-6	-3	18	-1	1.1	-1	0
11	O=C(CCCn1c(=S)[nH]c2cc3c(cc2c1=O)OCO3)N1CCN(C2CCCCC2)CC1	-28	-3	-14	4	12	1	-3.1	18	3
24	O=C(Cn1[nH]c(=O)c2ccccc2c1=O)OCC(=O)c1ccc(Br)cc1	7	4	11	19	19	1	-0.1	-1	25
25	Cc1cc2cc(CN(CC3CCCO3)C(=S)Nc3ccccc3)c(=O)[nH]c2cc1C (stereo unspecified)	4	-11	40	67*	-19	0	0.1	63*	3
37	Cc1c2c(cc3c1[nH]c1ccccc13)C=NCC2	-12	-3	.	.	.	.	.	15	6
